MKP-3 inhibition = MKP-3 phosphatase inhibitors, primary screen, biochemical, rat enzyme, in vitro (AID 425); Dual specificity protein phosphatase 6 (Rattus norvegicus); recombinant MKP-3 phosphatase activity, fluorescence; higher % means a stronger effect; inhibition, % at 20 µM; hits with a dose series show IC50 in µM; 0.17% of 110,000 active; in the data active = inhibition above about 50%;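 note: plate controls were vehicle for no effect and reference inhibitor for full effect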
Hsp70 displacement = Hsp70 inhibitors, probe displacement, primary screen, biochemical, fluorescence polarization (AID 583); Heat shock 70 kDa protein 1A (Homo sapiens); Hsp70 fluorescence polarization probe displacement, mP; higher % means a stronger effect; one-dose displacement, % at 20 µM; IC50 in µM for titrated hits; 0.06% of 140,000 active; in the data active = displacement above about 50%;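 note: plate controls were vehicle for no effect and reference ligand for full effect; a part of the inactive calls stands beside numbers as strong as those of hits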
* hit, by the source's call; / = not tested or not shown; & = joins results of further samples. Some of the compounds tested, so the mix of outcomes need not match the whole.

| Molecule | Hsp70 displacement | MKP-3 inhibition |
| --- | --- | --- |
| COc1cccc(OC)c1/C(O)=C(\C#N)c1nc2ccccc2[nH]1 | 4.0% | 3% |
| Cc1nc(SCC(=O)c2c(C)[nH]c3ccccc23)c2c(=O)n(C)c(=O)n(CC(C)C)c2n1 | -4.9% | -5% |
| N#Cc1cc(N)c(Nc2ccccc2)cc1C#N | -0.4% | -2% |
| Nc1ccccc1C(=O)N1CCN(c2ccc(F)cc2)CC1 | 1.4% | -2% |
| COc1cc(OC)c(/C=C2\C(=O)NC(=O)N(c3ccccc3)C2=O)c(OC)c1 | -1.4% | 4% |
| Nn1c(SCC(=O)c2ccc([N+](=O)[O-])cc2)nc2ccccc2c1=O | -1.2% | 1% |
| CCn1ccnc1C(O)c1ccc(N(C)C)cc1 (stereo not drawn) | 0.6%&7.0% | 1%&1% |
| CC(C)c1nc(SCC(=O)Nc2ccc3c(c2)OCO3)n[nH]1 | 1.2% | / |
| Cc1ccc(C)c(C(=O)NC2CC(C)(C)NC(C)(C)C2)c1 | -2.2% | -11% |
| O=S1(=O)CC(N2CCCCC2)C(N2CCCCC2)C1 (stereo not drawn) | 3.8% | 1% |
| N#C/C(=C/c1ccc(-c2ccc([N+](=O)[O-])cc2)o1)C(=O)N1CCOCC1 | -2.8% | 3% |
| COc1ccc(NC2=CC(=O)CC(c3ccco3)C2)c(OC)c1 (stereo not drawn) | -3.8% | 5% |
| COC(=O)CC(=O)CSc1nc2c(cc1C#N)CCC2 | 7.3% | -9% |
| Cc1ccc2cc(CN(CCN3CCOCC3)C(=O)NCc3ccccc3)c(=O)[nH]c2c1C | 6.2% | -10% |
| CN(C)CCCOc1nc2c(c(=O)n(C)c(=O)n2C)n1C | 2.0% | / |
| O=C(O)c1cc(=O)c2c(OCC(O)COc3cccc4oc(C(=O)O)cc(=O)c34)cccc2o1 | / | -6% |
| Cc1ccc(CS(=O)(=O)CCC(=O)NCCCOC(C)C)cc1 | 1.1% | -8% |
| COC(=O)C1C(O)=CC(=O)CC1C (stereo not drawn) | 0.7% | / |
| CCOC(=O)C1=NNC2C(=O)N(c3ccc(C)c(C)c3)C(=O)C12 (stereo not drawn) | -2.2% | -1% |
| CS(=O)(=O)N1CCC(C(=O)Nc2ccc(OCc3ccccc3)cc2)CC1 | -0.4% | -2% |
| O=C(Cc1ccc(Cl)cc1)Nc1ccc(-c2nc3ccccc3s2)cc1 | 2.2% | 2% |
| Cc1nnc(SCC(=O)c2cc(C)n(-c3ccc4c(c3)OCO4)c2C)s1 | 0.7% | 1% |
| Cc1c(C(=O)NCCCN2CCOCC2)sc2nc(-c3ccccc3)cn12 | -8.2% | 4% |
| O=C(COCc1nc2ccccc2c(=O)[nH]1)NC1CCCC1 | -1.9% | -10% |
| CS(=O)(=O)N(CC(=O)Nc1ccccc1Br)c1ccc(Oc2ccccc2)cc1 | 0.2% | 0% |
| CCC(C)NC(=O)N[C@@H](CCSC)C(=O)OC (stereo partly drawn) | -1.3% | / |
| Cc1cc(-c2ccccc2)nc(Oc2ccc(C(C)(C)C)cc2)c1S(C)(=O)=O | 3.1% | / |
| O=C(O)CCc1ncc(C(F)(F)F)cc1Cl | -4.1% | / |
| CC(=O)N(C(C)=O)c1c(C#N)c(C)n(-c2ccccc2)c1C(=O)c1ccccc1 | 0.1% | 0% |
| Cc1cccc(C)c1NC(=O)CSc1nnc(-c2ccccc2)n1Cc1ccc2c(c1)OCO2 | 3.5% | / |
| CCOC(=O)CCC(NC(=O)c1ccc(NCN2C(=O)c3ccccc3C2=O)cc1)C(=O)OCC (stereo not drawn) | 3.7%&-0.1% | 8%&0% |
| COc1ccc(CNC(=S)Nc2ccc(Cl)cc2Cl)cc1 | 0.0% | 4% |
| NS(=O)(=O)c1ccc(NC(=O)CSC2CCCCC2)cc1 | -3.3% | 1% |
| C=CCN1C(=O)NC2(CCCCC2)C1=O | 5.3% | -4% |
| Cn1c(=O)c(-c2ccccc2)nc2ccccc21 | -0.8% | / |
| CC(C)c1ccc(N2C(=O)NC(=O)/C(=C/c3ccc([N+](=O)[O-])o3)C2=O)cc1 | 0.3% | 44% |
| COc1cc(NC(=O)c2ccc(Br)o2)ccc1NC(=O)C(C)C | -1.8% | 3% |
| Cc1ccccc1NC(=O)NC1(C(=O)NCCCN2CCOCC2)CCCCC1 | -1.3% | / |
| COc1ccc(Cn2nnc3c(=O)[nH]c(C(=O)NCCc4ccc(F)cc4)nc32)cc1OC | 7.2% | 3% |
| CC(=O)Cc1nsc(NC(=O)C2Cc3ccccc3C(=O)O2)n1 (stereo not drawn) | -2.8% | 2% |
| COc1ccc(-n2c(=O)c3ccccc3n(Cc3ccc(F)cc3)c2=O)cc1OC | -1.9% | / |
| Cc1ccc(-n2c(Cc3cccn3C)nnc2SCC(=O)NC2CCCCC2)cc1 | -3.2% | 3% |
| CCCCNC(=O)C1CCCN1C(=O)Nc1ccccc1 (stereo not drawn) | 5.5% | / |
| CCOc1cc(/C=N/n2cnnc2)ccc1OCCOc1ccc(Br)cc1 | -0.2% | 4% |
| CCOC(=O)c1ccc(CNC(=O)C(Cc2c[nH]c3ccccc23)NC(C)=O)o1 (stereo not drawn) | 1.9% | 2% |
| O=C(NCc1ccco1)C(c1ccc(F)cc1)N(Cc1cccnc1)C(=O)Cn1nnc2ccccc21 (stereo not drawn) | -2.0% | -9% |
| CCOCCc1nnc(NC(=O)Cc2ccccc2)s1 | -3.1% | -17% |
| O=C(NCc1ccccc1)C(=O)Nc1c(O)c2ccccc2[nH]c1=O | -2.1% | 0% |
| O=C(CSc1nnc(CNC(=O)c2cccs2)o1)NC1CCCCC1 | / | 0% |
| Cc1cccc(OCC(=O)Nc2cccc(C(=O)O)c2)c1C | -2.7% | 2% |

2 records drawn at random from the list so far, as already listed:
| Molecule | Hsp70 displacement | MKP-3 inhibition |
| --- | --- | --- |
| Cn1c(=O)c(-c2ccccc2)nc2ccccc21 | -0.8% | / |
| Cc1ccccc1NC(=O)NC1(C(=O)NCCCN2CCOCC2)CCCCC1 | -1.3% | / |

An excerpt from the list above, as a working copy:
| Molecule | Hsp70 displacement | MKP-3 inhibition |
| --- | --- | --- |
| COc1cccc(OC)c1/C(O)=C(\C#N)c1nc2ccccc2[nH]1 | 4.0% | 3% |
| Cc1nc(SCC(=O)c2c(C)[nH]c3ccccc23)c2c(=O)n(C)c(=O)n(CC(C)C)c2n1 | -4.9% | -5% |
| N#Cc1cc(N)c(Nc2ccccc2)cc1C#N | -0.4% | -2% |
| Nc1ccccc1C(=O)N1CCN(c2ccc(F)cc2)CC1 | 1.4% | -2% |

Going on with the list.
| Molecule | Hsp70 displacement | MKP-3 inhibition |
| --- | --- | --- |
| Cc1ccc(Cl)cc1NC(=O)CSC(N)=O | -0.9%&2.3% | 1% |
| O=C1/C(=C\c2ccc(-c3ccc([N+](=O)[O-])cc3Br)o2)SC(=S)N1Cc1ccccc1 | -1.0% | -2% |
| O=C(Nc1ccc(OC(=O)c2ccncc2)cc1)c1ccncc1 | 6.3% | -6% |
| CCc1nnc(NC(=O)CSc2nnnn2C)s1 | 0.9% | / |
| CCn1c(C(C)NC(C)=O)nc2ccccc21 (stereo not drawn) | / | 4% |
| CS(=O)(=O)N(Cc1ccccc1)c1ccccc1C(=O)Nc1cccc(C(F)(F)F)c1 | -3.0% | 0% |
| Cc1ccc(-n2c(O)cnc2Nc2nc(C)cc(C)n2)cc1 | -3.2% | -2% |
| Cc1noc([N+](=O)[O-])c1C=Cc1c(C)nn(-c2ccccc2)c1C | -0.1% | 1% |
| COc1cc2c(cc1NS(=O)(=O)N1CCCCC1)oc1ccccc12 | -1.4% | / |
| Cc1cc(C(=O)CSc2nnc(-c3cccnc3)n2-c2ccccc2F)c(C)n1CC1CCCO1 (stereo not drawn) | -0.7% | / |

The list goes on, starting with the last two of the part before.
| Molecule | Hsp70 displacement | MKP-3 inhibition |
| --- | --- | --- |
| COc1cc2c(cc1NS(=O)(=O)N1CCCCC1)oc1ccccc12 | -1.4% | / |
| Cc1cc(C(=O)CSc2nnc(-c3cccnc3)n2-c2ccccc2F)c(C)n1CC1CCCO1 (stereo not drawn) | -0.7% | / |
| CCOCC(=O)Nc1cc(-c2cn3cccnc3n2)ccc1C | 6.3% | 2% |
| Cc1cc(C(=O)CSc2n[nH]c(N)n2)c(C)n1-c1ccc(F)cc1 | 0.5% | / |
| COCCSc1ccccc1C(=O)Nc1ccncc1 | / | -1% |
| Cc1cccc(-c2nnc3n2N=C(c2ccccc2)CS3)c1 | 1.9% | 2% |
| Cc1cc2c(c(=O)n1CCc1ccccc1)C(C(C)C)C(C#N)=C(N)O2 (stereo not drawn) | -2.6% | -1% |
| CC(=O)Nc1ccc(NC2=C(Cl)C(=O)c3ccccc3C2=O)cc1 | -4.4% | 4% |
| C=CCOc1ccc(/C=N/NC(=O)CN(Cc2ccccc2)S(=O)(=O)c2ccccc2)cc1 | -8.8% | 0% |
| O=C(c1ccc(I)cc1)N1CCN(c2ccccc2)CC1 | -4.5% | 2% |
| O=C(CN1CCN(S(=O)(=O)c2ccccc2)CC1)Nc1cccc(C(F)(F)F)c1 | 8.1% | -8% |
| COc1ccc(CN2CCN(S(=O)(=O)c3ccccc3)CC2)c(OC)c1 | -6.1% | -8% |
| Cc1nc(C)c(/C(O)=C/c2nc3ccccc3[nH]c2=O)o1 | -18% | 2% |
| O=C(COC(=O)C1CCN(S(=O)(=O)c2cc([N+](=O)[O-])ccc2Cl)CC1)Nc1ncc(Cl)cc1Cl | 15% | / |
| Nn1cnnc1SC1CCCCC1NS(=O)(=O)c1ccccc1 (stereo not drawn) | 0.3% | -1% |
| CCOC(=O)C1CCCN(S(=O)(=O)c2ccc(OC)c3ccccc23)C1 (stereo not drawn) | 5.5% | -5% |
| O=C(Nc1ccc2oc(-c3cccc4ccccc34)nc2c1)c1ccc([N+](=O)[O-])cc1 | -1.1% | 4% |
| COc1ccc(OC)c(NC=C2C(=O)OC3(CCCCC3)OC2=O)c1 | 0.9% | -2% |
| CCC(O)c1cc2c(cc1NC(=O)c1cccs1)OCCO2 (stereo not drawn) | 0.5% | 8% |
| CCN1CCN(C(c2cccs2)C(C)NC(=O)c2ccccc2OC)CC1 (stereo not drawn) | -6.4% | 6% |
| Cc1c(Br)c(C(F)(F)F)nn1CC(=O)NCC1CCCO1 (stereo not drawn) | 4.3% | -14% |
| COc1ccc2nc(C(C)O)[nH]c2c1 (stereo not drawn) | -0.4% | / |
| COc1cc(C(=O)Nc2cc(C)c(OCC(=O)N3CCOCC3)c(C)c2)cc(OC)c1OC | -1.9% | -4% |
| O=C(Cc1ccc(Cl)cc1)NCC(=O)N1CCCC1 | -3.3% | -5% |
| CCN(CC)S(=O)(=O)c1ccc(NC(=O)CSc2nnc(-c3cccc(OC)c3)n2C)cc1 | 5.1% | / |
| O=C(NCC(=O)N(CCN1CCOCC1)C(C(=O)NC1CCCC1)c1cccnc1)c1cccs1 (stereo not drawn) | / | 5% |
| COc1ccc(C2NC(=O)NC(C)=C2C(=O)Nc2cccc(C)c2)cc1OC (stereo not drawn) | 0.6% | 1% |
| COc1ccccc1C1/C(=C(/O)c2ccccc2)C(=O)C(=O)N1CCO (stereo not drawn) | -1.1% | -14% |
| CCOC(=O)COc1ccc(/C=N\n2nnnc2N)cc1OC | -4.8% | 1% |
| COCCn1c(SCC(=O)Nc2ccc3c(c2)OCCO3)nc2c(c1=O)SC(C)C2 (stereo not drawn) | -3.6% | -3% |
| COc1ccc(C)cc1NC(=O)CSc1nnc(CC(=O)Nc2cccc(C(F)(F)F)c2)n1C | -4.5% | / |
| CCCCN(CCCNC(=O)CN1C(=O)COc2ccccc21)c1ccccc1 | -1.8% | -1% |
| CCn1c(C(=O)NCc2cccnc2)cc2sc(Cl)cc21 | -2.8% | 2% |
| C=CCN1C(=O)/C(=C\c2ccc(C=O)cc2)SC1=S | 6.5% | 1% |
| CCOc1ccccc1NC(=O)COc1c(C)cc(C)cc1C | -1.2% | 3% |
| Cc1cc2ncn(C(=O)c3ccc([N+](=O)[O-])cc3)c2cc1C | 5.4% | -2% |
| S=C(NCC1OCCc2ccccc21)Nc1ccccc1 (stereo not drawn) | -1.8% | 2% |
| Cc1ccc(NC(=O)CSc2nnc(CCCCCNC(=O)OC(C)(C)C)o2)c(C)c1 | -2.8% | -2% |
| CCN(CC)CCn1c2ccccc2n2cc(C(C)(C)C)nc12 | 0.0% | 2% |
| CCc1c(C)c2cc(Cl)c(O)c(CN(CC)CC)c2oc1=O | 1.9% | -15% |
| COc1ccc(N(CC(N)=O)S(=O)(=O)c2ccc(C)cc2)cc1 | -4.5% | -2% |
| CCOc1cc(C2NC(=S)NC(C)=C2C(=O)Nc2ccc(OC)cc2)ccc1O (stereo not drawn) | -0.9% | 2% |
| COC(=O)C1=C(C)N(CCc2ccccc2)C(=O)C1 | -0.6%&-0.3% | 2%&1% |
| CN1CCN(CCOCCOc2cc(Cl)ccc2Cl)CC1 | -3.6% | 3% |
| CCOC(=O)c1c(C)oc2ccc(NS(=O)(=O)c3cc(C)ccc3C)cc12 | 2.0% | 0% |
| CCN(C(=O)c1cc2cccc(OC)c2oc1=O)C1CCCCC1 | -2.9% | / |
| CC(=O)Nn1c(C)nnc1-n1nc(C)cc1C | 2.5% | -9% |
| CCCCOc1cccc(C(=O)N2CCN(c3ccc([N+](=O)[O-])cc3)CC2)c1 | -0.5% | -5% |
| CC1CCC(NC(=O)CN2CCCN(Cc3ccc(F)cc3Cl)C2=O)CC1 (stereo not drawn) | 1.4% | 14% |
| O=C(Cc1ccccc1[N+](=O)[O-])NCC1CCCO1 (stereo not drawn) | 2.0% | 0% |
| Cc1cccc(NC2=NCC(=O)N2CCc2ccccc2)c1 | -3.0% | / |

Bioassay records: PubChem BioAssay, Sanford-Burnham Center for Chemical Genomics
